Screening results deposited in PubChem by Southern Research Specialized Biocontainment Screening Center.
inhibitors of VEEV = inhibitors of VEEV TC-83 cytopathic effect, confirmation, Vero cells (AID 588727) | inhibition, % at 20 µM; hits with a dose series show IC50 in µM | Vero cells, VEEV TC-83 cytopathic effect inhibition; higher % means a stronger effect | 350,000 tested, 0.13% active; in the data active means a potency from the dose series; inconclusive means inhibition mostly from about 14% at the one dose, without a potency; inactive means the rest, 99 in 100 with inhibition below about 12%; further: strong numbers were not always called active
H1N1 NS1A inhibition = H1N1 influenza NS1A inhibitors, functional cell based assay (AID 504329); NS1A functional cell-based assay, percent inhibition; higher % means a stronger effect; inhibition, % at 12.5 µM; hits with a dose series show IC50 in µM; 340,000 tested, 0.3% active; in the data active means a potency from the dose series; inconclusive means inhibition above about 27% without an active follow-up result; further: strong numbers were not always called active
H37Rv inhibition = M. tuberculosis growth inhibition, HTS (AID 449762). M. tuberculosis H37Rv growth inhibition, 7H9 media; higher % means a stronger effect. one-dose inhibition, % at 25 µM; IC50 in µM for titrated hits. 330,000 tested, 0.59% active; in the data active means a potency from the dose series; inconclusive means inhibition above about 70% without an active follow-up result;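 further: bacterial growth assessed after seven days of incubation; strong numbers were not always called active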
M. tuberculosis = growth inhibition of non-replicating M. tuberculosis (AID 488890). Mycobacterium tuberculosis non-replicating, growth inhibition; higher % means a stronger effect. inhibition, % at 25 µM; hits with a dose series show IC50 in µM. 320,000 tested, 0.39% active; in the data active means a potency from the dose series; inconclusive means inhibition mostly from about 82% at the one dose, without a potency; inactive means the rest, 99 in 100 with inhibition below about 76%;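 further: plate controls were DMSO cells for no effect and high antibiotic wells for full effect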
Salmonella PhoP GFP = PhoP regulon inhibitors, Salmonella typhi PhoP promoter GFP reporter, confirmatory (AID 1850) | Salmonella Typhi PhoP-promoter GFP reporter, fluorescence, 4 h; higher % means a stronger effect | inhibition, % at 50 µM; hits with a dose series show IC50 in µM | 310,000 tested, 0.33% active; in the data active means a potency from the dose series; inconclusive means inhibition mostly from about 25% at the one dose, without a potency; inactive means the rest, 99 in 100 with inhibition below about 19%;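 further: 0% = induced wells with vehicle and 100% = uninduced wells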
inhibitors of VEEV 10K pilot screen = second read-out of inhibitors of VEEV, no call of its own (marks repeat the call); inhibition, %; measured here: 10K pilot screen inhibition
An asterisk follows results filed as active; i = inactive; ? = inconclusive; . = no result given.

SMILES	inhibitors of VEEV	H1N1 NS1A inhibition	H37Rv inhibition	M. tuberculosis	Salmonella PhoP GFP	others
Cc1cc(C)n2nnnc2n1	i	-24%	3%	-4%	5%
O=C(O)C(Cc1c[nH]c2ccccc12)N1C(=O)c2ccccc2C1=O (centres undefined)	4.4%	-3%	-7%	-18%	-1%
Cc1cc2oc(=O)cc(-c3ccccc3)c2c(C)c1-c1ccc(C(F)(F)F)cc1	i	-16%	.	.	.
O=C(CCc1ccccc1)c1nnc(-c2ccccc2)o1	1.2%	-12%	2%	?	7%
CC(C)CSC1=NSC2=NC(=O)/C(=C\c3cccs3)C(=N)N12	1.8%	20%	2%	?	5%
Cc1ccc(C(=O)N2CCC3(CC2)Oc2ccc(Cl)cc2C(=O)C32CC(c3ccc(Cl)cc3)=NO2)s1 (centres undefined)	2.8%	-5%	-7%	21%	-2%
Cc1ccc(O)c(NC(=O)C2CCCCC2)c1	0.2%	-8%	-2%	5%	-2%
COc1cc(/C=N/NS(=O)(=O)c2ccc(C(C)(C)C)cc2)cc([N+](=O)[O-])c1O	i	-16%	1%	22%	-14%
CCOCCCNC(=S)N1CCC(C(=O)c2ccc(C)cc2)CC1	0.7%	-15%	-3%	22%	2%
CCOC(=O)c1c(NC2=NS(=O)(=O)c3ccccc32)sc2c1CCC(C)C2 (centres undefined)	i	1%	9%	-25%	1%
Cc1nn(-c2cc(N3CCCCCC3)ccc2[N+](=O)[O-])c(=O)c2ccccc12	4.3%	6%	-22%	3%	-5%
COc1ccc(NC(=O)CN2CCN(C(=O)N3CCOCC3)CC2)cc1	i	-6%	2%	-10%	10%
O=C(NCc1ccc2c(c1)OCO2)c1ccco1	i	-7%	3%	78%	10%
COc1cc(OC)c(OC)cc1CNCCc1cccc(F)c1	1.0%	-1%	-3%	-4%	3%
O=C1CC(c2ccco2)CC(O)=C1C=Nc1cc(Cl)cc(Cl)c1 (centres undefined)	2.7%	1%	0%	-3%	-4%
COc1ccc(-c2nnc(SCc3c(C)noc3C)n2N)cc1OC	0.4%	-5%	1%	-8%	-1%
CCOc1ccc(CNC(=O)Nc2ccccc2)cc1	i	0%	7%	64%	8%
Cc1ccc(-c2csc(N3CCC(C(N)=O)CC3)n2)cc1	0.8%	-4%	-6%	-5%	.	inhibitors of VEEV 10K pilot screen=1.6
Cc1ccc(-c2cc(C(=O)O)c3cc(Br)ccc3n2)o1	1.8%	1%	4%	14%	2%
CCOC(=O)C1CCN(C(=O)c2ccc(Cl)c(S(=O)(=O)N3CCOCC3)c2)CC1	0.4%	5%	-4%	-24%	-6%
Cc1cccc(N(C)S(=O)(=O)c2c(C)noc2C)c1	6.6%	-8%	2%	2%	-1%
c1ccc2cc(OCc3nc4ccccc4[nH]3)ccc2c1	i	-5%	4%	4%	3%
COc1ccc([N+](=O)[O-])cc1NC(=O)C(C)N(C)Cc1cccc(OC)c1OC (centres undefined)	i	-1%	-5%	8%	5%
COc1ccc(C)cc1NC(=O)C(OC(=O)C1CC1)c1ccccc1 (centres undefined)	i	0%	-3%	26%	-6%
CCC(=O)N1c2ccc(S(=O)(=O)N3CCN(CC)CC3)cc2CC1C (centres undefined)	1.7%	4%	0%	.	4%

Reprinted from the part before: six entries, followed by the next part.
SMILES	inhibitors of VEEV	H1N1 NS1A inhibition	H37Rv inhibition	M. tuberculosis	Salmonella PhoP GFP	others
CCOC(=O)C1CCN(C(=O)c2ccc(Cl)c(S(=O)(=O)N3CCOCC3)c2)CC1	0.4%	5%	-4%	-24%	-6%
Cc1cccc(N(C)S(=O)(=O)c2c(C)noc2C)c1	6.6%	-8%	2%	2%	-1%
c1ccc2cc(OCc3nc4ccccc4[nH]3)ccc2c1	i	-5%	4%	4%	3%
COc1ccc([N+](=O)[O-])cc1NC(=O)C(C)N(C)Cc1cccc(OC)c1OC (centres undefined)	i	-1%	-5%	8%	5%
COc1ccc(C)cc1NC(=O)C(OC(=O)C1CC1)c1ccccc1 (centres undefined)	i	0%	-3%	26%	-6%
CCC(=O)N1c2ccc(S(=O)(=O)N3CCN(CC)CC3)cc2CC1C (centres undefined)	1.7%	4%	0%	.	4%
COc1ccc(-c2cc(C(F)(F)F)nc(SCC(=O)Nc3cc(C)on3)n2)cc1OC	6.9%	8%	1%	-11%	-11%
CC[N+](CC)(CC=C(C)C)CC(=O)OC	0.0%	-15%	-3%	3%	-10%
O=C(NCC1CCCO1)c1ccc(S(=O)(=O)N2CCCCC2)cc1 (centres undefined)	0.3%	7%	12%	-3%	1%
CCn1c(SCC(=O)Nc2nccs2)nnc1-c1ccc(S(=O)(=O)N2CCCCCC2)cc1	9.7%	10%	-3%	28%	0%
CSc1ccccc1NC(=O)c1cccnc1	i	0%	2%	12%	1%
Cc1c(Br)c([N+](=O)[O-])nn1CC(=O)c1ccccc1	i	-12%	-2%	.	0%
COc1cccc(/C=C2\SC(=O)N(CCC(=O)NNC(=O)c3ccccc3Cl)C2=O)c1	0.6%	-5%	-9%	3%	-12%
COc1ccc(NC2=NCC(=O)N2c2ccccc2F)cc1	i	0%	-6%	.	16%
CC(C)OC(=O)/C(=C\c1ccc2c(c1)c1ccccc1n2C)NC(=O)c1ccccc1	9.2%	-15%	-3%	11%	1%
CSc1ccc(CNc2ncc(-c3cccc([N+](=O)[O-])c3)n2C)cc1	i	15%	?	i	-3%
Oc1cccc(C=NCc2ccccc2)c1O	3.6%	-27%	14%	0%	51µM*
O=C(O)c1ccc(Nc2ncnc3c2cnn3Cc2ccccc2)cc1	i	1%	6%	-4%	1%
Cc1ccc(NC(=S)NCC2CCCO2)c(OC(F)F)c1 (centres undefined)	1.6%	-2%	2%	40%	-4%
CC(C)OC(=O)CC1C(=O)NCCN1C(=S)NC(=O)CCc1ccccc1 (centres undefined)	0.8%	-11%	-10%	3%	-3%
CC(=O)Nc1ccc(/C(C)=N/NC(=O)c2ccc(CN3CCOCC3)cc2)cc1	1.4%	-6%	0%	6%	-5%
Cc1ccc(OCC(=O)N/N=C2\CC(=O)CC(C)(C)C2)c(Br)c1	0.8%	-9%	4%	1%	-5%
Cc1ccccc1NC(=O)CCN1CCN(Cc2ccccc2)CC1	1.4%	6%	3%	62%	-4%
Cc1oc2ccc(OCc3ccc(F)cc3)cc2c1C(=O)O	0.5%	3%	17%	46%	1%
CS(=O)(=O)CC(=O)Nc1ccc2nc3n(c(=O)c2c1)CCCCC3	0.1%	-3%	-2%	-12%	-1%
CN=c1scc(C)n1/N=C/c1cc(Br)c(O)c(OC)c1	2.6%	12%	-7%	0%	4%
COc1ccccc1NC(=O)C(C)OC(=O)C1CCN(S(=O)(=O)c2ccccc2C(F)(F)F)CC1 (centres undefined)	0.4%	3%	.	.	.
OCCC1CN(Cc2cc(F)ccc2-n2cccn2)CCN1C1CCCC1 (centres undefined)	2.0%	-29%	2%	10%	-13%
COc1cc(/C=C/C(=O)OCC(=O)N2CCCC2)ccc1OCC#N	0.6%	-16%	8%	7%	.
Cc1cccc(NC(=O)C2CCN(C(=O)NCc3ccccc3)CC2)c1C	0.3%	-1%	-3%	-5%	6%
Cc1cc(C)c(S(=O)(=O)c2ccccc2C)c(Cl)n1	1.5%	-1%	8%	17%	1%
New compounds follow
SMILES	inhibitors of VEEV	H1N1 NS1A inhibition	H37Rv inhibition	M. tuberculosis	Salmonella PhoP GFP	others
CN(C)CCCN(C(=O)C1COc2ccccc2O1)c1nc2ccc(F)cc2s1 (centres undefined)	4.3%	-10%	-2%	0%	4%
Cc1ccc(S(=O)(=O)NC(=O)Nc2cc(C(C)(C)C)on2)cc1	0.5%	.	3%	-1%	-5%
Cc1ccc(C(OCC(O)CNCc2ccc(F)cc2)c2ccccc2)cc1 (centres undefined)	6.6%	10%	70%	48%	48µM*
C=CCN1C(=O)C(O)(CC(=O)c2ccco2)c2cc(Br)ccc21 (centres undefined)	7.3%	-5%	-6%	49%	11%
Cc1cc(C)c2[nH]c3nc(SCC(=O)O)nnc3c2c1	1.5%	0%	7%	8%	8%
O=C(CCNC(=O)N1CC(=O)Nc2ccccc21)NCc1ccc(F)cc1	0.8%	4%	17%	0%	9%
C=CCn1c(-c2sccc2C)n[nH]c1=S	0.9%	-4%	10%	6%	-5%
Cc1cccc(CN2CCN(c3ccc(Cl)cc3)CC2)c1	i	-15%	-2%	34%	12%
CCCC1=NN2C(=N)/C(=C\c3cc(C)n(Cc4ccccc4)c3C)C(=O)N=C2S1	i	8%	-1%	15%	-9%
Cc1ccnc(NC(=O)c2oc3ccccc3c2C)c1	9.0%	-3%	?	.	10%
O=C1C2C3C=CC(C3)C2C(=O)N1CC1CCCO1 (centres undefined)	i	-3%	-13%	0%	6%
COc1cccc2cc(C(=O)N3CCN(C/C=C/c4ccccc4)CC3)c(=O)oc12	i	17%	-1%	3%	-6%
Cc1cccc(N2C(=NC(=O)c3ccccc3)SC3CS(=O)(=O)CC32)c1 (centres undefined)	3.0%	-20%	6%	-14%	10%
CC1(C)Cc2nc3nc(SCC(=O)NCCc4ccccc4)n(-c4ccccc4)c(=O)c3cc2CO1	8.8%	0%	-2%	19%	-2%
O=C(N/N=C/c1ccccc1Br)C1CC1	2.5%	1%	0%	13%	7%
Cc1ccccc1OCC(=O)Nc1ccc(N2CCN(C)CC2)c(Cl)c1	1.0%	-1%	4%	55%	-17%
Cc1nn(Cc2ccc(F)cc2)c2sc(C(=O)Nc3ccc(N4CCOCC4)cc3N3CCOCC3)cc12	8.4%	2%	10%	-3%	-5%
O=S(=O)(c1ccccc1)c1ccc(NCc2ccco2)cc1	i	0%	57%	30%	4%
N#C/C=C1\n2c(nc3ccccc32)OC12CCCCC2	2.2%	18%	5%	10%	-2%
COc1ccc(C(=O)O/N=C(\C)c2ccccc2)cc1	1.0%	-6%	18%	21%	3%
COc1cc(C2C(C(C)=O)=C(O)C(=O)N2Cc2ccccc2)ccc1O (centres undefined)	1.3%	18%	-5%	-15%	5%
Cc1[nH][nH]c(=O)c1C(c1ccc(Cl)cc1)c1c(C)[nH][nH]c1=O	1.4%	3%	6%	-9%	0%
CC(C(=O)N1CCc2ccccc21)n1cnc2c1c(=O)n(C)c(=O)n2C (centres undefined)	1.6%	-2%	1%	3%	.
CCN(CCn1cccn1)Cc1ccccc1OCC(O)CN1CCc2ccccc2C1 (centres undefined)	i	-11%	9%	16%	12%
Cc1cc(=O)oc2ccc(OCC(=O)O)cc12	3.6%	16%	-7%	-1%	-1%

Brought forward from above: three compounds, followed by the next part.
SMILES	inhibitors of VEEV	H1N1 NS1A inhibition	H37Rv inhibition	M. tuberculosis	Salmonella PhoP GFP	others
CC(C(=O)N1CCc2ccccc21)n1cnc2c1c(=O)n(C)c(=O)n2C (centres undefined)	1.6%	-2%	1%	3%	.
CCN(CCn1cccn1)Cc1ccccc1OCC(O)CN1CCc2ccccc2C1 (centres undefined)	i	-11%	9%	16%	12%
Cc1cc(=O)oc2ccc(OCC(=O)O)cc12	3.6%	16%	-7%	-1%	-1%
Cc1cc(C)c(OCC(=O)OCC(=O)NC2CCC(C)CC2)c(C)c1 (centres undefined)	5.6%	-5%	-1%	14%	3%
COCCn1c(SCC(=O)c2ccccc2)nc2c(c1=O)SC(C)C2 (centres undefined)	0.9%	-6%	5%	0%	-23%
Cc1ccc(CN(Cc2ccccc2)C(=S)NCC(=O)N2CCC3(CC2)OCCO3)o1	2.6%	-1%	-1%	14%	-17%
CCN(CC)c1ccc(NC(=O)Nc2ccccc2)cc1	0.6%	3%	-4%	-18%	10%
COc1ccccc1Nc1nc2ccccc2[nH]1	0.6%	5%	3%	5%	1%
CCc1nnc(NC(=O)c2cc(-c3ccccn3)nc3ccccc23)s1	5.0%	2%	-4%	5%	-5%
Cc1cccc(NC(=O)CSc2nc3ccc(NC(=O)CSc4nnnn4-c4ccccc4)cc3s2)c1C	.	.	-6%	-26%	-7%
CCOC(=O)c1c(C)[nH]c(C(=O)COC(=O)CCS(=O)(=O)c2ccc(C)cc2)c1C	0.5%	-16%	6%	-8%	5%
COc1ccc(C(=O)NCc2nnc(SCC(=O)Nc3nc4ccccc4s3)o2)cc1	3.0%	-1%	2%	-2%	3%
Cc1cc(C)c2cc(CN(CCCN(C)C)C(=S)NCc3ccccc3)c(=O)[nH]c2c1	0.4%	-1%	4%	39%	3%
CC1CCCN(C(=O)COC(=O)Cn2cnc3ccccc32)C1 (centres undefined)	2.3%	6%	-8%	-1%	.
COc1cccc2cc(C(=O)Oc3ccc(NC(C)=O)cc3)c(=O)oc12	0.3%	-4%	-1%	-14%	2%
CCOC(=O)N1CCN(c2c(NCCc3ccc(OCC)c(OCC)c3)c(=O)c2=O)CC1	1.8%	3%	-13%	7%	-13%
